High-throughput results as filed in PubChem.
ALOX15B inhib = 15-hLO-2 (ALOX15B) enzyme inhibition | O15296 | purified 15hLO-2, xylenol orange hydroperoxide absorbance | Potency, µM (top dose mostly 57.1 µM), for inactives: top-dose activity change, negative = inhibition, actives largely listed as inhibitors | 0.56% of 110,000 active; active = well fitted inhibition curve with a large enough effect; inconclusive = small, poorly fitted or top-dose-only effect; inactive = no such curve, though single readings can be large or run the other way; also: nearly all actives have a fitted effect of over 60% in size; many of its hits are not listed in these tables
Target sequence (O15296 whole entry, looked up): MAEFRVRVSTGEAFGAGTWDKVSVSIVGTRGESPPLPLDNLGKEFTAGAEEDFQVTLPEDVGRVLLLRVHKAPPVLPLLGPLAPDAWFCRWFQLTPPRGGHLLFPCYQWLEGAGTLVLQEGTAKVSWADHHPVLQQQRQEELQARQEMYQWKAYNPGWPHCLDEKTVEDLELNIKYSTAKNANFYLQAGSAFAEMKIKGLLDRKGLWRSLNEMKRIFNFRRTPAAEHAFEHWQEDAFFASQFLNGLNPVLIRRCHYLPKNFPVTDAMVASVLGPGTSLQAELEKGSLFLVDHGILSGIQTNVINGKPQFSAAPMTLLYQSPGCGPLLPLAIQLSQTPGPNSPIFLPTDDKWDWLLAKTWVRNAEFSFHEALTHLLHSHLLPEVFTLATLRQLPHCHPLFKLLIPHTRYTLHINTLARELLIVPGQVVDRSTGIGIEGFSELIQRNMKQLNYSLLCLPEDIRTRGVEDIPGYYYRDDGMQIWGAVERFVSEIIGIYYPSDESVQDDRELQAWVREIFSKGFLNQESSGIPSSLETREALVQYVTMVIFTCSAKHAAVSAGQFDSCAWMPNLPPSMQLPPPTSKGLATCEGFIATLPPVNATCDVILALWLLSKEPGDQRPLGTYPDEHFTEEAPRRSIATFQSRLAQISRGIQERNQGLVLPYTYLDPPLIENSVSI
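Purified human 15hLO-2 (50 nM final) preincubated with compounds 15 min at room temperature in 25 mM Hepes pH 7.5, 0.01% Triton X-100, then 45 uM arachidonic acid added for 90 min; hydroperoxide detected via ferrous/xylenol orange, 573/405 nm absorbance ratio.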
The depositor's hits bear a star; u = inconclusive; [ ] = remark or other dose. % is scaled to controls: 0 for no effect and ±100 for the full control effect; potency is read from the fitted curve at half-maximal effect. This is a subset. The share of hits here may be higher or lower than overall.

ALOX15B inhib	SMILES
-3.5%	Cn1c(=O)c(-c2cccc(C#N)c2)nc2cnc(Oc3ccccc3)nc21
10.2%	CN(C)c1ccc(-c2cncnc2Nc2ccccc2)cc1
-6.8%	CCNc1ncc2nc(C)c(=O)n(C3CC3)c2n1
-9.2%	CCNc1ncc2nc(-c3ccc(OC)cc3)c(=O)n(CCC#N)c2n1
-4.8%	Cn1cc(-c2nc3cnc(N4CCNCC4)nc3n(Cc3ccc(F)cc3)c2=O)c2ccccc21
-2.0%	COc1ccc(CNc2ccnc(-c3ccc(C(=O)N(C)C)cc3)n2)c(OC)c1
-1.3%	COc1cccc(-c2nccc(NCc3ccccc3)n2)c1
-13.4%	CN(C)C(=O)c1ccc(-c2cc(Nc3ccccc3)ncn2)cc1
-13.9%	COc1ccc(CNc2ccnc(-c3c(C)noc3C)n2)c(OC)c1
29.1%	CN1CCN(c2ncc3nc(-c4ccccc4)c(=O)n(Cc4cccs4)c3n2)CC1
u	COCCNc1ccnc(-c2ccccc2C)n1
12.1%	CN1CCN(c2ncc3ncc(=O)n(Cc4ccc(F)cc4)c3n2)CC1
-3.9%	CCNc1ncc2nc(-c3cccs3)c(=O)n(CCc3ccccc3)c2n1
-21.9%	CN(C)c1ccc(-c2cncnc2NCCN2CCOCC2)cc1
-5.6%	CCNc1ncc2nc(-c3ccc(F)cc3)c(=O)n(Cc3ccc(F)cc3)c2n1
-15.0%	c1ccc(CNc2ncncc2-c2cccnc2)cc1
-3.7%	O=c1c(-c2ccc(F)c(F)c2)nc2cncnc2n1C1CC1
-18.9%	Cc1noc(C)c1-c1nccc(N2CCOCC2)n1
9.9%	Cc1cccc(CNc2ncncc2-c2ccccc2Cl)c1
74.7%[activator]	Cc1ccccc1-c1ccc2ncnc(NCc3cccnc3)c2c1
5.9%	CNc1nc(-c2ccoc2)nc2ccccc12
4.2%	Cc1ccccc1-c1nc(NC2CC2)c2ccccc2n1
2.4%	COc1ccc2[nH]cc(CCNc3ccnc(-c4ccccc4C(F)(F)F)n3)c2c1
-7.2%	COc1ccc(-c2nc3cnc(Oc4cccc(Cl)c4)nc3n(CCC#N)c2=O)cc1
5.8%	N#Cc1cccc(-c2nc3cnc(N4CCOCC4)nc3n(C3CC3)c2=O)c1
7.8%	CN(C)c1ncc2nc(-c3cccs3)c(=O)n(CCc3ccccc3)c2n1
5.8%	CCNc1ncc2nc(-c3ccc(F)cc3)c(=O)n(C)c2n1
-2.0%	COc1ccc(CNc2ccnc(-c3cccc(NS(C)(=O)=O)c3)n2)c(OC)c1
-4.1%	CNc1ncnc2ccc(-c3ccccc3C#N)cc12
0.0%	O=c1c(CCc2ccccc2)nc2cnc(Nc3ccccc3)nc2n1C[C@H]1CCCO1

The list goes on.
ALOX15B inhib	SMILES
-14.3%	COc1ccc(Oc2ncc3nc(-c4cccc(C#N)c4)c(=O)n(Cc4cccc(OC)c4)c3n2)cc1
-2.5%	COc1cccc(-c2cc(NCc3cccnc3)ncn2)c1
7.2%	Cc1cnc(CNc2ncncc2-c2ccccc2Cl)cn1
-14.3%	CCNc1ncc2nc(-c3ccc(OC)cc3)c(=O)n(C[C@H]3CCCO3)c2n1
-14.7%	CN(C)c1ncc2nc(CCc3ccccc3)c(=O)n(Cc3cccs3)c2n1
-2.3%	COCCn1c(=O)c(-c2cccc(C#N)c2)nc2cnc(Nc3ccccc3)nc21
-5.9%	Cc1nc2cnc(N3CCOCC3)nc2n(CCc2ccccc2)c1=O
5.6%	COc1ccc(-c2nc3cnc(Oc4ccccc4)nc3n(CCC#N)c2=O)cc1
11.5%	COc1ccccc1-c1ccc2ncnc(N(C)Cc3ccco3)c2c1
-10.0%	COCCn1c(=O)c(CCc2ccccc2)nc2cnc(Nc3ccccc3)nc21
-8.0%	CC(=O)NCCNc1cc(-c2ccccc2C(F)(F)F)ncn1
5.7%	FC(F)(F)c1ccccc1-c1ccc2ncnc(NC3CC3)c2c1
u	COc1ccccc1-c1cc(NCc2cnc(C)cn2)ncn1
-3.0%	Cn1c(=O)c(-c2ccc(Cl)cc2)nc2cnc(Nc3ccccc3)nc21
-12.4%	COc1cccc(Cn2c(=O)cnc3cnc(N(C)C)nc32)c1
-4.5%	Cc1nc2cnc(Nc3ccccc3)nc2n(C[C@H]2CCCO2)c1=O
-2.0%	NC(=O)c1ccccc1-c1nc(-n2ccnc2)c2ccccc2n1
-0.1%	Cc1cnc(CNc2ccnc(-c3c(C)noc3C)n2)cn1
-2.4%	CN(Cc1ccco1)c1ncncc1-c1ccoc1
-1.1%	Cc1cnc(CNc2ncnc3ccc(-c4ccc(N(C)C)cc4)cc23)cn1
-6.1%	Cc1cnc(CNc2ncncc2-c2ccoc2)cn1
-7.1%	COc1cccc(Nc2ncc3nc(-c4cn(C)c5ccccc45)c(=O)n(C[C@H]4CCCO4)c3n2)c1
-9.1%	COCCn1c(=O)c(C)nc2cnc(Nc3ccccc3)nc21
-1.3%	COc1cccc(Nc2ncc3nc(-c4cccs4)c(=O)n(C[C@H]4CCCO4)c3n2)c1
-2.6%	COc1cccc(-c2nccc(NCc3ccccc3OC)n2)c1
21.5%	CN1CCN(c2ncc3nc(-c4cc(F)cc(F)c4)c(=O)n(C4CC4)c3n2)CC1
0.8%	Cn1cc(-c2nc3cncnc3n(Cc3ccccc3Cl)c2=O)c2ccccc21
14.4%	Cn1cc(-c2nc3cnc(N4CCNCC4)nc3n(C)c2=O)c2ccccc21
-9.4%	CCNc1ncc2nc(-c3cc(F)cc(F)c3)c(=O)n(CCC#N)c2n1
26.5%	c1cn(-c2cc(-c3ccc4c(c3)OCO4)ncn2)cn1

New compounds follow
ALOX15B inhib	SMILES
-12.8%	CC(=O)NCCNc1nc(-c2ccccc2C)nc2ccccc12
30.8%[activator]	COc1ccc(CNc2ncnc3ccc(-c4ccccc4C#N)cc23)c(OC)c1
59.0%[activator]	COc1ccc(CNc2nc(-c3cccnc3)nc3ccccc23)c(OC)c1
6.8%	COc1ncc2nc(-c3cccs3)c(=O)n(Cc3ccc(F)cc3)c2n1
2.2%	CN(C)c1ncc2nc(-c3ccccc3)c(=O)n(CCC#N)c2n1
27.0%	COc1cccc(-c2nc(NC3CC3)c3ccccc3n2)c1
2.0%	Cc1cnc(CNc2ccnc(-c3ccoc3)n2)cn1
14.5%	CN1CCN(c2ncc3nc(-c4cccs4)c(=O)n(Cc4cccs4)c3n2)CC1
-3.9%	COc1ccc(-n2c(=O)c(-c3ccccc3)nc3cncnc32)cc1
3.5%	CN(C)Cc1ccccc1-c1ccc2ncnc(N(C)C)c2c1
-9.6%	Cc1nc2cnc(N(C)C)nc2n(C[C@H]2CCCO2)c1=O
3.4%	COc1ccc2[nH]cc(CCNc3ncnc4ccc(-c5c(C)noc5C)cc34)c2c1
47.2%[activator]	COc1ccc(CNc2ncnc3ccc(-c4cccc(NS(C)(=O)=O)c4)cc23)c(OC)c1
-6.5%	CCNc1ncc2nc(-c3ccc(OC)cc3)c(=O)n(CCc3ccccc3)c2n1
3.9%	COc1ccccc1-c1cc(Nc2ccc(F)cc2)ncn1
1.4%	O=c1c(-c2ccc(Cl)cc2)nc2cnc(Nc3ccccc3)nc2n1C[C@H]1CCCO1
44.8%[activator]	c1ccc(CNc2nc(-c3ccc4c(c3)OCO4)nc3ccccc23)cc1
6.3%	CN1CCN(c2ncncc2-c2ccccc2C(F)(F)F)CC1
-3.7%	O=c1cnc2cnc(Oc3ccccc3)nc2n1C1CC1
-3.5%	N#CCCn1c(=O)c(-c2ccc(Cl)cc2)nc2cnc(Oc3ccccc3)nc21
1.4%	COc1ccccc1CCn1c(=O)c(CCc2ccccc2)nc2cncnc21
9.4%	CN(C)C(=O)c1ccc(-c2cncnc2NC2CCNCC2)cc1
-11.4%	COc1ccc(-n2c(=O)c(-c3ccc(F)c(F)c3)nc3cncnc32)cc1
-5.7%	Cc1ccccc1-c1cc(N2CCNCC2)ncn1
32.7%[activator]	CN1CCN(c2nc(-c3ccc4c(c3)OCO4)nc3ccccc23)CC1
-16.3%	COc1ccccc1CNc1ccnc(-c2ccc(C(=O)N(C)C)cc2)n1
-4.5%	COc1ccc(CNc2cc(-c3ccccc3Cl)ncn2)c(OC)c1
-1.4%	Cn1cc(-c2nc3cncnc3n(Cc3ccc(F)cc3)c2=O)c2ccccc21
-13.2%	c1csc(CNc2nc(-c3ccoc3)nc3ccccc23)c1
2.0%	COc1ccccc1CNc1ccnc(-c2ccccc2Cl)n1

Further results follow.
ALOX15B inhib	SMILES
u	COc1cccc(-c2nc(N(C)C)c3ccccc3n2)c1
-4.6%	Cc1noc(C)c1-c1nccc(N(C)Cc2ccco2)n1
30.0%	FC(F)(F)c1ccccc1-c1ccc2ncnc(N3CCOCC3)c2c1
48.1%[activator]	COc1ccc(-c2nc3cnc(N4CCNCC4)nc3n(Cc3cccs3)c2=O)cc1
-1.9%	CN(Cc1ccco1)c1cc(-c2cccnc2)ncn1
u	COc1ccccc1CNc1ccnc(-c2cccnc2)n1
4.6%	COc1ccc(Oc2ncc3nc(-c4ccc(Cl)cc4)c(=O)n(C4CC4)c3n2)cc1
30.8%[activator]	COc1ccccc1-c1ccc2ncnc(N3CCOCC3)c2c1
-11.1%	COc1ccc(Oc2ncc3nc(-c4ccc(F)cc4)c(=O)n(C[C@H]4CCCO4)c3n2)cc1
-8.9%	CN(Cc1ccco1)c1ccnc(-c2cccc(C#N)c2)n1
-5.1%	N#Cc1cccc(-c2nc(NCc3cccs3)c3ccccc3n2)c1
25.1%	O=c1c(CCc2ccccc2)nc2cnc(N3CCNCC3)nc2n1Cc1cccs1
-9.2%	COCCn1c(=O)c(C)nc2cnc(Oc3ccccc3)nc21
-9.4%	COc1cccc(Cn2c(=O)cnc3cncnc32)c1
-9.3%	COc1ccc2[nH]cc(CCNc3cc(-c4c(C)noc4C)ncn3)c2c1
-4.9%	N#CCCn1c(=O)c(-c2ccc(Cl)cc2)nc2cnc(N3CCOCC3)nc21
u	CN1CCN(c2ccnc(-c3ccoc3)n2)CC1
-4.3%	CCNc1ncc2nc(-c3cn(C)c4ccccc34)c(=O)n(Cc3cccc(OC)c3)c2n1
-3.8%	Cc1noc(C)c1-c1cncnc1N(C)Cc1ccco1
42.1%[activator]	CN(C)c1ccc(-c2nc(NCCN3CCOCC3)c3ccccc3n2)cc1
5.2%	CN(Cc1ccco1)c1ncnc2ccc(-c3ccoc3)cc12
29.4%	Cc1nc2cnc(N3CCN(C)CC3)nc2n(C2CC2)c1=O
0.8%	COCCn1c(=O)cnc2cnc(Oc3ccc(OC)cc3)nc21
22.9%	COc1ccc(-n2c(=O)c(-c3cn(C)c4ccccc34)nc3cnc(N4CCNCC4)nc32)cc1
3.6%	c1cncc(-c2cncnc2NC2CCNCC2)c1
-4.0%	c1ccc(CNc2ncncc2-c2ccoc2)cc1
29.6%	Cc1ccccc1-c1cncnc1NCc1cccs1
11.1%	CN(Cc1ccco1)c1ncnc2ccc(-c3ccccc3C(F)(F)F)cc12
21.7%	COc1ccc2[nH]cc(CCNc3ncnc4ccc(-c5cccc(C#N)c5)cc34)c2c1
-17.6%	COc1ccc(Oc2ncc3nc(C)c(=O)n(Cc4cccc(OC)c4)c3n2)cc1

Exported bar-delimited: entries from further up.
Structure | ALOX15B inhib
Cc1ccccc1-c1cncnc1NCc1cccs1 | 29.6%
CN(Cc1ccco1)c1ncnc2ccc(-c3ccccc3C(F)(F)F)cc12 | 11.1%

21 of the compounds above, bar-delimited.
Structure | ALOX15B inhib
CN(Cc1ccco1)c1ccnc(-c2cccc(C#N)c2)n1 | -8.9%
N#Cc1cccc(-c2nc(NCc3cccs3)c3ccccc3n2)c1 | -5.1%
O=c1c(CCc2ccccc2)nc2cnc(N3CCNCC3)nc2n1Cc1cccs1 | 25.1%
COCCn1c(=O)c(C)nc2cnc(Oc3ccccc3)nc21 | -9.2%
COc1cccc(Cn2c(=O)cnc3cncnc32)c1 | -9.4%
COc1ccc2[nH]cc(CCNc3cc(-c4c(C)noc4C)ncn3)c2c1 | -9.3%
N#CCCn1c(=O)c(-c2ccc(Cl)cc2)nc2cnc(N3CCOCC3)nc21 | -4.9%
CN1CCN(c2ccnc(-c3ccoc3)n2)CC1 | u
CCNc1ncc2nc(-c3cn(C)c4ccccc34)c(=O)n(Cc3cccc(OC)c3)c2n1 | -4.3%
Cc1noc(C)c1-c1cncnc1N(C)Cc1ccco1 | -3.8%
CN(C)c1ccc(-c2nc(NCCN3CCOCC3)c3ccccc3n2)cc1 | 42.1%[activator]
CN(Cc1ccco1)c1ncnc2ccc(-c3ccoc3)cc12 | 5.2%
Cc1nc2cnc(N3CCN(C)CC3)nc2n(C2CC2)c1=O | 29.4%
COCCn1c(=O)cnc2cnc(Oc3ccc(OC)cc3)nc21 | 0.8%
COc1ccc(-n2c(=O)c(-c3cn(C)c4ccccc34)nc3cnc(N4CCNCC4)nc32)cc1 | 22.9%
c1cncc(-c2cncnc2NC2CCNCC2)c1 | 3.6%
c1ccc(CNc2ncncc2-c2ccoc2)cc1 | -4.0%
Cc1ccccc1-c1cncnc1NCc1cccs1 | 29.6%
CN(Cc1ccco1)c1ncnc2ccc(-c3ccccc3C(F)(F)F)cc12 | 11.1%
COc1ccc2[nH]cc(CCNc3ncnc4ccc(-c5cccc(C#N)c5)cc34)c2c1 | 21.7%
COc1ccc(Oc2ncc3nc(C)c(=O)n(Cc4cccc(OC)c4)c3n2)cc1 | -17.6%
